# PTPN22 act = LYP (human) phosphatase activation | Q9Y2R2 | recombinant LYP, DiFMUP fluorescence; 0 = plate median, 100 = signal doubled | activation, % at 2 µM | 96,000 tested, 0.11% active | AID 697;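 active = activation at 2 µM above a set limit, the mean plus 5 SD, cut at about 37% in these data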
# FAK blocker = FAK (human) kinase inhibition; AID 727; biochemical FAK kinase activity assay; 97,000 tested, 0.84% active; inhibition, %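 (tested at 7 µM)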; in the data active = inhibition above about 19%;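 also: 0% = DMSO and 100% = reference compound high control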
# Rev-RRE block = inhibitors of HIV-1 Rev-RRE RNA interaction | P05866 | Rev peptide-RRE RNA binding, FRET | inhibition, % at 8 µM | 97,000 tested, 0.79% active | AID 704;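 active = inhibition above the screen-wide mean plus 3 SD, cut at about 35% in these data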;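 also: 0% = median DMSO wells and 100% = median Neomycin B control wells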
#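 Assay system: Rev peptide and RRE RNA, both fluorescently labelled; times: 5 min preincubation and 15 min binding, 25 °C; detection: FRET, ex 480 nm, em 540 and 671 nm; read-out basis: % inhibition from 671/540 nm acceptor-to-donor ratio, scaled between controls; benchmarks: DMSO low control, neomycin B high control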
# LYP inh 2 = inhibitors of human LYP (PTPN22) phosphatase; Q9Y2R2; recombinant LYP catalytic domain, DiFMUP fluorescence; inhibition, % at 2 µM; 96,000 tested, 0.21% active;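 active = inhibition at 2 µM at or above a set limit, the screen mean plus 3 SD, cut at about 24% in these data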;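 also: 0% = DMSO with enzyme and 100% = enzyme fully blocked by orthovanadate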
# PLK1 kinase inh = blocks human PLK1 kinase activity; inhibition, % at 10 µM; recombinant PLK1 kinase, TR-FRET peptide phosphorylation; 97,000 tested, 0.53% active; P53350;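 active = inhibition of 50% or more in the single-concentration screen; inactive = inhibition below 50%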;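 also: 0% = DMSO max control and 100% = H-89 dihydrochloride min control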
# cytoskel mod = modifiers of cytoskeleton assembly | AID 836 | inhibition, % at 2 µM | 91,000 tested, 0.18% active | HUVEC TNFa F-actin phalloidin imaging, high content;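 active = inhibition above the batch mean plus 3 SD and confirmed as a hit by visual image inspection, cut at about 30% in these data, passing the limit was not always enough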; also: strong numbers were not always called active
# EphB4 antag = blocks human EphB4 binding to ephrin-B2; EphB4 LBD / TNYL-RAW-Alexa532 peptide, fluorescence polarization; P54760; inhibition, % at 7 µM; 97,000 tested, 0.15% active; AID 720;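 active = inhibition above the screen-wide mean inhibition plus 3 SD, cut at about 15% in these data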;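 also: 0% = DMSO wells and 100% = excess unlabeled TNYL-RAW peptide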
# Target sequence (P54760 whole entry, looked up, the tested form may be a part): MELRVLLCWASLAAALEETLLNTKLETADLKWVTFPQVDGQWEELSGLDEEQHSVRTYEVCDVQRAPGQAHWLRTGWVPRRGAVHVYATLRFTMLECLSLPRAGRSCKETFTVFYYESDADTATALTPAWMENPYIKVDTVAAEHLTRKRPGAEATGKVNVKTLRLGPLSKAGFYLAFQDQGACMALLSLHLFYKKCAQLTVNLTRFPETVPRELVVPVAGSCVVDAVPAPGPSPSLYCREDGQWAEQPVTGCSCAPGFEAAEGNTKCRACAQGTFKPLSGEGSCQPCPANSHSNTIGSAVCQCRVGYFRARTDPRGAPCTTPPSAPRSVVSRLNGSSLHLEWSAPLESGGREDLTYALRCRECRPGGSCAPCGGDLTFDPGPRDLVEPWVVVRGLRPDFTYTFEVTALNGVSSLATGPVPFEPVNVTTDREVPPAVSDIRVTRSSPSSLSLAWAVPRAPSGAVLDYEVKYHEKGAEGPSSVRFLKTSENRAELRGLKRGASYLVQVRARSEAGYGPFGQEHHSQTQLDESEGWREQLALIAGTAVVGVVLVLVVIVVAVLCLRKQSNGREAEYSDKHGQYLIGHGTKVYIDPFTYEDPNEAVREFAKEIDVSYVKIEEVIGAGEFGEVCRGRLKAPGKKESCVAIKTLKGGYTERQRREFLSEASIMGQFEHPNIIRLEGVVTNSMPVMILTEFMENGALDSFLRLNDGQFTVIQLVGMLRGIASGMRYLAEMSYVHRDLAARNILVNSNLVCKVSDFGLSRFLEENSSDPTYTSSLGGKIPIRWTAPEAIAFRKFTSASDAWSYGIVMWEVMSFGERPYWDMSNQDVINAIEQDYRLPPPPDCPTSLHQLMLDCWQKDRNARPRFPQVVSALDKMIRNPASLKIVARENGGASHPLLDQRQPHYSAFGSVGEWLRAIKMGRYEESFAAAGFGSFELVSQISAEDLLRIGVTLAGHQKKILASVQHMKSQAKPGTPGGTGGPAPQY
# Plk1 PBD FP = blocks phosphopeptide binding to human Plk1 polo box domain. Plk1 PBD phosphopeptide binding, fluorescence polarization. inhibition, %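 (tested at about 20 µM)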. 97,000 tested, 0.13% active; in the data active = inhibition above about 34%, passing the limit was not always enough
# PTK2B oligo ant = Pyk2 (human) oligomerization antagonism; Q293 cells, Pyk2 FERM NanoBiT luminescence; active compounds read low; z-score (the deposit names both 25 µM and 10 µM); 99,000 tested, 0.83% active; AID 1347419;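 active = Z-score of -3 or lower, scaled per plate to the spread of control and sample wells; inactive = z-score above -3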;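 also: negative z-score means lost luminescence so less FERM oligomerization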
# * = called active by the depositor; x = not tested or not shown; [ ] = remark or other dose.
SMILES,PTPN22 act,FAK blocker,Rev-RRE block,LYP inh 2,PLK1 kinase inh,cytoskel mod,EphB4 antag,Plk1 PBD FP,PTK2B oligo ant
CCN(CC)C(=O)C1CCCN(C/C(C)=C/c2ccccc2)C1 (stereo not given),12,-4,-4,-16,-3,-4,-11,23,-0.14
O=C(CCN1CCN(Cc2ccccc2)CC1)Nc1cccc(Cl)c1,12,-2,4,-10,-6,-3,-3,-13,0.14
CC(=O)NC1=NN(C(C)=O)C2(CCCCC2)S1,1,-1,5,-1,-15,-10,1,-48,0.32
c1ccc(-c2nc(-c3ccncc3)no2)cc1,4,-1,10,-4,0,12,3,-18,0.19
COc1ccccc1N1CCN(C(=O)CN(c2ccccc2OC)S(=O)(=O)c2ccccc2)CC1,-4,-4,-2,7,-5,6,-10,-19,-0.69
CCC(C)NCCOCCSc1ccc(Cl)cc1 (stereo not given),-1,4,-5,0,-7,10,-3,0,1.4
O=C(NCCCN1CCCC1=O)c1ccccc1NS(=O)(=O)c1ccc(F)cc1,-12,0,1,11,-11,7,-1,-12,0.4
O=C(N1CCOCC1)n1nnc2ccccc21,-10,-3,6,10,0,x,0,-2,0.36
CC(=O)c1cccc(NC(=O)N2CCCC2C(=O)NCCc2ccccc2)c1 (stereo not given),3,0,11,0,-2,-5,0,9,0.63
CCn1c2ccccc2c2cc(NC(=O)CSc3nnc(-c4ccccc4)o3)ccc21,-7,-1,8,5,-12,-25,5,8,-2.1
COc1ccc(CCNC(=O)CSc2ncnc3c2oc2ccccc23)cc1OC,21,1,7,-22,-26,-7,-4,15,0.75
COc1ccc(OC)c(C2CC(c3c(-c4ccccc4)c4cc(Cl)ccc4[nH]c3=O)=NN2S(C)(=O)=O)c1 (stereo not given),-7,3,-2,10,-11,-8,5,-8,-1.3
COc1ccc(C2CC(=O)C3=C(C2)Nc2ncnn2C3c2ccccc2)cc1 (stereo not given),-8,0,1,7,48,1,6,-1,-0.99
Cc1ccc(-n2cc3c(=O)n(C)c(=O)n(C)c3c2)cc1C,-2,8,3,0,-3,-7,-9,11,-0.22
O=C(CSc1nnc(-c2ccc(S(=O)(=O)N3CCCC3)cc2)o1)NCc1ccco1,0,5,2,-2,-3,-23,1,-21,-0.12
N#CC(C(=O)Nc1ccc(Cl)cc1)=C1Nc2ccccc2N1,6,6,1,-7,-4,-30,-6,1,-0.86
COc1ccc(-c2cc(C(=O)N3CCN(c4ccccn4)CC3)c3ccccc3n2)cc1,6,-2,9,-7,-4,22,-4,17,-1.3
CCCSc1nc(C)cc(C)c1C(N)=O,10,-2,6,-8,-2,44,5,8,0.52
CCn1c(SCCC(C)C)nnc1-c1c[nH]c2ccccc12,x,3,11,x,58*,x,3,-1,x
Cc1c(C(=O)NCCN2CCOCC2)sc2nc(-c3ccc(F)cc3)cn12,2,-4,5,-8,0,2,3,-1,-0.25
CC(C)C(=O)NC(=S)Nc1ccccc1C(=O)Nc1ccccc1,13,-8,-2,-10,-9,-4,2,-13,0.18
COCCn1c(N)c(C(=O)NCc2cccs2)c2nc3ccccc3nc21,2,-6,6,-3,28,15,-3,-12,0.2
CN(c1nc2ccccc2n2c(-c3ccco3)nnc12)S(=O)(=O)c1ccccc1,2,-10,3,-3,-7,-8,-5,14,-0.76
COC(=O)C(C(=O)Nc1ccc(OC)cc1)C1CCCCCC1 (stereo not given),-3,-1,-1,4,-9,-8,-4,-4,-0.95
CCC(=O)N1CCc2cc(Br)cc(S(=O)(=O)C3(C(=O)OC)CC3)c21,-6,1,1,5,-13,-2,-4,-15,2.6
# (next part)
SMILES,PTPN22 act,FAK blocker,Rev-RRE block,LYP inh 2,PLK1 kinase inh,cytoskel mod,EphB4 antag,Plk1 PBD FP,PTK2B oligo ant
CN1c2ccccc2C(C)(C)C12C=Nc1c(cc(N3CCOCC3)c3ccccc13)O2 (stereo not given),-7,40*,10,12,-8,10,-6,-6,-1.3
c1ccc(CSc2nnnn2-c2ccccc2)cc1,-1,3,1,1,-6,-6,3,-2,-0.89
COc1ccc(Cl)cc1N(CC(=O)Nc1cccc(SC)c1)S(C)(=O)=O,0,2,10,2,-29,13,3,13,-2.2
Cc1nc(NC(=O)c2ccc(Br)s2)sc1C(=O)N(C)C,0,-1,3,-3,2,1,5,14,0.13
Cc1ccc(NC(=O)CS(=O)CC(=O)N(C2CCCC2)C(C)C(=O)NC2CCCCC2)cc1 (stereo not given),2,0,3,-7,-14,-11,3,1,-1.3
CC12CC(c3ccccc3O1)N(C(=O)c1ccco1)C(=S)N2c1ccccc1 (stereo not given),2,-1,3,-1,0,x,-2,-4,-0.42
O=C(NCC1COc2ccccc2O1)C1CCN(S(=O)(=O)c2cccc3nsnc23)CC1 (stereo not given),9,-3,1,-12,4,-8,-1,-16,0.44
Cc1ccccc1Cn1cnc2c(NS(C)(=O)=O)c(C)c(C)cc21,0,2,7,2,-19,10,3,11,-0.22
Cc1nc(S(=O)(=O)c2ccc(Cl)cc2)c(NCc2ccccc2)o1,15,-5,6,-15,-5,x,-10,12,0.81
COc1ccc(-c2nnc(SC(C)C(=O)NCc3ccc4c(c3)OCO4)n2Cc2ccco2)cc1 (stereo not given),-4,-2,13,1,5,-8,11,9,0.38
CCOC(=O)N1CCN(C(=O)Cn2ncc3c2-c2ccccc2OC3)CC1,5,-1,1,-7,-14,3,2,-15,x
Cc1nnc(SCC(=O)N2CCC(C(=O)Nc3nccs3)CC2)n1Cc1ccccc1,-8,0,5,4,5,9,1,26,0.54
Cc1cc(C)n(Cc2ccc(C(=O)NCCC3=CCCCC3)o2)n1,0,-2,-4,-1,-1,13,0,-8,0.29
CCSc1nnc(-c2sc3nnc(-c4ccccc4)c(-c4ccccc4)c3c2N)o1,-5,-3,117*[fluorescence artefact?],8,-78,12,3,-100,0.34
C=CCNc1nc(NCc2ccccc2)c(C#N)c2c1CN(C)CC2,8,-4,13,-9,2,-20,5,-7,0.69
CCCc1[nH]nc2c1C(c1ccccc1OCC)C(C#N)=C(N)O2 (stereo not given),5,12,4,-7,1,-13,6,12,0.1
Cc1ccccc1-c1noc(-c2ccccc2F)n1,-2,2,11,3,-2,x,0,38,-0.9
O=C1c2oc3ccccc3c(=O)c2C(c2cccc(F)c2)N1CCCO (stereo not given),5,0,5,-4,-7,67*,1,-10,0.51
CNC(=O)COC(=O)c1cc(F)c(F)cc1Cl,3,0,5,-3,0,5,-2,4,-0.28
CCOC(=O)CC(=O)CSc1nc2c(c(C)c1C#N)CCC2,-3,10,14,2,-2,-7,14,4,0.94
Cc1ccccc1C(=O)Nc1ccccc1,3,-3,7,-6,-12,-1,-4,18,0.19
Oc1ccc(-c2nnc(-c3ccc(O)cc3)nn2)cc1,10,0,5,-11,-15,-5,-5,-16,-0.67
Cc1nn(Cc2ccc(Br)cc2)c(C)c1NC(=O)c1nn(C)cc1Cl,-7,-2,3,4,-14,3,-3,-7,0.78
COc1ccc(OCCNS(=O)(=O)c2ccccc2)cc1,0,-2,0,-3,-10,-35,-1,-10,-0.03
CCCc1nc2ccccc2c(C(=O)OCC(=O)NCc2ccco2)c1CC,4,1,5,-4,-4,21,-2,20,-1
# Following part:
SMILES,PTPN22 act,FAK blocker,Rev-RRE block,LYP inh 2,PLK1 kinase inh,cytoskel mod,EphB4 antag,Plk1 PBD FP,PTK2B oligo ant
Cc1c(CCOC(=O)CC23CC4CC(CC(C4)C2)C3)sc[n+]1CC(=O)c1ccc(Br)cc1,0,3,2,0,-12,-10,2,-17,1
O=C(O)c1ccc(C(=O)c2ccc3c(c2)C(=O)N(Cc2ccco2)C3=O)cc1,4,-1,-4,-8,-2,0,0,4,-0.21
COc1ccc2c(c1)cc1n2CCN=C1NN,0,2,6,2,-11,-2,1,-16,0.09
COc1ncnc2c1oc1nc(CC(C)C)c3c(c12)CCCC3,-1,4,2,1,-13,-10,-3,6,0.11
Cc1ccc(CNC(=O)COc2ccc(S(=O)(=O)NC(C)C)cc2)cc1,0,-2,1,3,2,x,4,-18,-0.7
COc1ccccc1C(=O)NC(C)C(c1cccs1)N1CCN(C)CC1 (stereo not given),2,-1,-4,-3,-3,8,-4,21,0.53
COc1ccc(C(=O)Sc2ccc(C)cc2)cc1OC,1,3,10,3,-6,-30,9,13,0.26
CCCN(Cc1ccc(N(C)C)cc1)CC1CC1,-4,-1,7,3,6,-12,5,-1,1.2
COC(=O)c1c[nH]n2c(=O)c(Cc3ccc(F)cc3Cl)c(C)nc12,-6,-6,11,4,2,-34,5,-2,0.29
Cc1ccc(-c2nnn(CC(=O)N(CC(=O)NC3CCCCC3)c3ccc(F)c(Cl)c3)n2)o1,4,1,7,-4,1,-2,-5,-15,1.1

# Ordered by formula weight (low to high): some entries from above.
SMILES,PTPN22 act,FAK blocker,Rev-RRE block,LYP inh 2,PLK1 kinase inh,cytoskel mod,EphB4 antag,Plk1 PBD FP,PTK2B oligo ant
Cc1ccccc1C(=O)Nc1ccccc1,3,-3,7,-6,-12,-1,-4,18,0.19
COc1ccc2c(c1)cc1n2CCN=C1NN,0,2,6,2,-11,-2,1,-16,0.09
Cc1ccccc1-c1noc(-c2ccccc2F)n1,-2,2,11,3,-2,x,0,38,-0.9
Oc1ccc(-c2nnc(-c3ccc(O)cc3)nn2)cc1,10,0,5,-11,-15,-5,-5,-16,-0.67
COc1ccc(C(=O)Sc2ccc(C)cc2)cc1OC,1,3,10,3,-6,-30,9,13,0.26
COc1ccc(OCCNS(=O)(=O)c2ccccc2)cc1,0,-2,0,-3,-10,-35,-1,-10,-0.03
COc1ncnc2c1oc1nc(CC(C)C)c3c(c12)CCCC3,-1,4,2,1,-13,-10,-3,6,0.11
CCOC(=O)CC(=O)CSc1nc2c(c(C)c1C#N)CCC2,-3,10,14,2,-2,-7,14,4,0.94
COC(=O)c1c[nH]n2c(=O)c(Cc3ccc(F)cc3Cl)c(C)nc12,-6,-6,11,4,2,-34,5,-2,0.29
O=C1c2oc3ccccc3c(=O)c2C(c2cccc(F)c2)N1CCCO (stereo not given),5,0,5,-4,-7,67*,1,-10,0.51
COc1ccccc1C(=O)NC(C)C(c1cccs1)N1CCN(C)CC1 (stereo not given),2,-1,-4,-3,-3,8,-4,21,0.53
Cc1ccc(CNC(=O)COc2ccc(S(=O)(=O)NC(C)C)cc2)cc1,0,-2,1,3,2,x,4,-18,-0.7
CCCc1nc2ccccc2c(C(=O)OCC(=O)NCc2ccco2)c1CC,4,1,5,-4,-4,21,-2,20,-1
Cc1nn(Cc2ccc(Br)cc2)c(C)c1NC(=O)c1nn(C)cc1Cl,-7,-2,3,4,-14,3,-3,-7,0.78
Cc1ccc(-c2nnn(CC(=O)N(CC(=O)NC3CCCCC3)c3ccc(F)c(Cl)c3)n2)o1,4,1,7,-4,1,-2,-5,-15,1.1
Cc1c(CCOC(=O)CC23CC4CC(CC(C4)C2)C3)sc[n+]1CC(=O)c1ccc(Br)cc1,0,3,2,0,-12,-10,2,-17,1

# Source: PubChem BioAssay
